From PubChem BioAssay
VEEV TC-83 Vero: inhibitors of VEEV TC-83 cytopathic effect, confirmation, Vero cells (AID 588727). Vero cells, VEEV TC-83 cytopathic effect inhibition; higher % means a stronger effect. inhibition, % at 20 µM, or IC50 in µM where a hit was titrated. actives 0.13% (n = 350,000); in the data active = a potency from the dose series; note: strong numbers were not always called active
* hit, by the source's call; i = inactive. A portion of the library; count on the stated rates, not on these rows.

SMILES	VEEV TC-83 Vero
CCc1ccccc1NC(=O)CNC(=O)CCC(=O)c1cc(C)sc1C	i
Cc1sc(NC(=O)C2CC(=O)N(Cc3ccco3)C2)nc1-c1ccccc1 (centres undefined)	4.5%
Cc1cc2c(Nc3ccccc3O)ncnc2s1	2.5%
CN1C(=O)[C@H]2[C@@H](c3ccc(C(F)(F)F)cc3)N[C@]3(CCCN(Cc4ccc(Cl)cc4)C3=O)[C@H]2C1=O	2.6%
C/C(=N/NS(=O)(=O)c1ccc(Br)cc1)c1cccc(NC(=O)C2CC2)c1	8.5%
CC(C)C1C(=O)N(Cc2cn(Cc3ccco3)nn2)CCS(=O)(=O)N1Cc1ccc(-c2cccc(N(C)C)c2)cc1 (centres undefined)	2.3%
Cc1ccnc2nc(C(=O)OCC(=O)N(C)C3CCCCC3)nn12	1.7%
O=C(O)c1ccc(Nc2nc(-c3cc4ccccc4oc3=O)cs2)cc1O	8.8%
COc1ccc(NC(=O)C[C@H]2C(=O)N(c3ccccc3)C[C@@H]2CSC)cc1	i
CCOc1cc(CN2CCC(N3CCC(C(=O)NC4CC4)CC3)CC2)ccc1O	1.2%
CC(C)NC(=O)N(C)C[C@H]1OCCCC[C@H](C)Oc2ccc(NC(=O)NC3CCCCC3)cc2C(=O)N([C@H](C)CO)C[C@@H]1C	i
CNC[C@@H]1OCc2ccccc2-c2ccccc2C(=O)N([C@@H](C)CO)C[C@@H]1C	i
CS(=O)(=O)c1cc(C(=O)O)cc(NCc2ccccc2)c1Oc1ccccc1	i
CN1C(=O)N(CC(=O)c2ccc3c(c2)OCO3)C(=O)C12CCCCC2	0.6%
CN1OC[C@@H]2CN(C(=O)c3ccco3)[C@H](c3ccc(-c4ccc(C#N)cc4)cc3)C[C@@H]21	0.4%

Reformatted in markdown: entries from further up
| SMILES | VEEV TC-83 Vero |
| --- | --- |
| Cc1cc2c(Nc3ccccc3O)ncnc2s1 | 2.5% |
| CN1C(=O)[C@H]2[C@@H](c3ccc(C(F)(F)F)cc3)N[C@]3(CCCN(Cc4ccc(Cl)cc4)C3=O)[C@H]2C1=O | 2.6% |
| C/C(=N/NS(=O)(=O)c1ccc(Br)cc1)c1cccc(NC(=O)C2CC2)c1 | 8.5% |
| CC(C)C1C(=O)N(Cc2cn(Cc3ccco3)nn2)CCS(=O)(=O)N1Cc1ccc(-c2cccc(N(C)C)c2)cc1 (centres undefined) | 2.3% |
| Cc1ccnc2nc(C(=O)OCC(=O)N(C)C3CCCCC3)nn12 | 1.7% |
| O=C(O)c1ccc(Nc2nc(-c3cc4ccccc4oc3=O)cs2)cc1O | 8.8% |

New compounds follow.
SMILES	VEEV TC-83 Vero
O=C(Nc1nccs1)c1cnc2sccn2c1=O	1.1%
CC(OC(=O)/C=C/c1ccco1)C(=O)NC1CCCCC1 (centres undefined)	0.2%
Cc1cc(NS(=O)(=O)c2ccc(NC(=O)c3ccc(Cl)nc3)cc2)nc(C)n1	3.2%
COc1ccc([C@H]2C[C@@H](O)[C@H](n3cc(C4CC4)nn3)CN2Cc2cccs2)cc1	i
Cc1ccsc1C(=O)OCC(=O)NC1CCCCC1	0.5%
CN(CC(=O)Nc1ccc(F)cc1)C(=O)CN1C(=O)NC(CCc2ccccc2)C1=O (centres undefined)	0.9%
COCCCN1C(=O)C(CC(=O)NC(c2ccccc2)c2ccccc2)CC(C(=O)N(C)C)=C1C (centres undefined)	i
C[C@@H](NC(=O)c1[nH]cnc1C(=O)Nc1ccccc1F)c1ccccc1	6.4%
O=C(CN1CCN(C(=O)CNC(=O)c2ccc(N3CCCC3=O)cc2)CC1)Nc1cccc(F)c1	i
Cc1ccccc1NS(=O)(=O)c1ccc(C(=O)NCc2ccccc2CN2CCCC2)cc1	45.3%
O=C(OCc1cn([C@@H]2CN(Cc3cccs3)[C@@H](c3ccccc3)C[C@H]2O)nn1)c1ccccc1	0.5%
CC1CCC(NC(=O)C(NS(=O)(=O)c2ccc(Br)cc2)C(C)C)CC1 (centres undefined)	3.2%
CC(=O)N1CCOc2ccc(S(=O)(=O)N3CCC(C(=O)NCc4ccc(Cl)cc4)CC3)cc21	0.2%
CCOC(=O)c1ccc(S(=O)(=O)N2CCC(C(=O)NCC3COc4ccccc4O3)CC2)cc1 (centres undefined)	0.3%
COc1ccc(S(=O)(=O)N(C)C)cc1NC(=O)COC(=O)c1n[nH]c2ccccc12	8.2%

Sorted by heavy-atom count (rising): part of the list above.
SMILES	VEEV TC-83 Vero
Cc1cc(NS(=O)(=O)c2ccc(NC(=O)c3ccc(Cl)nc3)cc2)nc(C)n1	3.2%
CN(CC(=O)Nc1ccc(F)cc1)C(=O)CN1C(=O)NC(CCc2ccccc2)C1=O (centres undefined)	0.9%
CC(=O)N1CCOc2ccc(S(=O)(=O)N3CCC(C(=O)NCc4ccc(Cl)cc4)CC3)cc21	0.2%

The list continues.
SMILES	VEEV TC-83 Vero
O=C(NC(=S)N1CC1)c1ccccc1	i
O=c1c2ccccc2sn1-c1ccc(Cl)cc1Cl	3.0%
CCN1CCN(c2sc(S(=O)(=O)CC)nc2S(=O)(=O)c2ccc(Cl)cc2)CC1	i
O=C(Cc1c[nH]c2ccccc12)N1CCN(S(=O)(=O)c2ccc(F)cc2)CC1	8.6%
CC(=O)Nc1ccc2c3c(ccc([N+](=O)[O-])c13)CC2	3.1%
CSc1ncnc2c1ncn2CCCNCc1ccc2c(c1)OCO2	i
CC1CCN(C(=O)c2ccc3c(c2)C(=O)c2ccccc2-3)CC1	0.9%
O=C(CS(=O)(=O)c1ccc(Cl)cc1)Nc1nccs1	2.0%
Cc1ccccc1C(=O)N1Cc2ccccc2-n2nncc2C1	1.5%
Cc1ccc([C@H]2C[C@H](n3cc(C4CC4)nn3)[C@@H](O)CN2CC2CCCCC2)cc1	1.9%
CC1=C(C(=O)N(C(C)C)C(C)C)CC(CC(=O)NCCc2ccccn2)C(=O)N1Cc1ccccc1 (centres undefined)	1.6%
Cc1ccc(S(=O)(=O)N2CCC(C(=O)NCCN3CCOCC3)CC2)cc1	3.8%
Cc1cccnc1NC(=O)Nc1cccc(F)c1	i
C/C(=N\NC(=O)c1nnn(-c2nonc2N)c1CN1CCC(C)CC1)c1ccc(Br)cc1	3.8%
COc1ccc(CCNC(=O)c2c(O)c3cc(OC)c(OC)cc3[nH]c2=O)cc1OC	4.0%

Quoted from above (2 entries):
SMILES	VEEV TC-83 Vero
O=C(OCc1cn([C@@H]2CN(Cc3cccs3)[C@@H](c3ccccc3)C[C@H]2O)nn1)c1ccccc1	0.5%
CC1CCC(NC(=O)C(NS(=O)(=O)c2ccc(Br)cc2)C(C)C)CC1 (centres undefined)	3.2%

Carrying on:
SMILES	VEEV TC-83 Vero
O=C(OCC(=O)N1CCCCCC1)c1cccc(Cl)c1Cl	1.2%
Cc1c(NC(=O)c2nn(C(C)C)c(=O)c3ccccc23)c(=O)n(-c2ccccc2)n1C	2.0%
CCC1NC(=O)c2cccnc2-n2c1nc1cc(OC)c(OC)cc1c2=O (centres undefined)	0.3%
Cc1ccc(S(=O)(=O)N2C[C@H]3n4c(=O)ccc(=O)n4C[C@H](OC(=O)NC4CC4)[C@@]3(O)C2)cc1	2.5%
Cc1ccc(S(=O)(=O)N2CCC(C(=O)N3CCN(c4ccccn4)CC3)CC2)cc1C	0.8%
CNC(=O)C[C@H]1C(=O)N(c2ccc(OC)cc2)C[C@@H]1CSC	i
C[C@H](CO)N1C[C@H](C)[C@H](CN(C)C(=O)CCC(F)(F)F)OCc2cnnn2CCCC1=O	1.1%
CCOc1ccc(N(CC(=O)Nc2ccc(Cl)cc2)S(C)(=O)=O)cc1	i
O=C(C[C@H]1C[C@H]2c3cc(NS(=O)(=O)c4ccc(F)cc4)ccc3O[C@H]2[C@H](CO)O1)NCc1cc(F)ccc1F	1.1%
CC1(C)CC(=O)C=C(c2cccc(OC(=O)c3ccc(-c4ccccc4)cc3)c2)C1=O	3.6%
CCN(CC(=O)Nc1c(F)cccc1F)C(=O)c1c(-c2ccccc2Cl)noc1C	0.0%
C1=CCN(c2nc(N3CCOCC3)nc(N3CCCc4ccccc43)n2)CC1	4.4%
CC(C)C1C(=O)N(Cc2cn(CCC3OCCO3)nn2)CCS(=O)(=O)N1Cc1ccc(-c2ccc(F)cc2)cc1 (centres undefined)	0.2%
COc1ccc2nc3n(c(=O)c2c1)-c1cc2ccccc2cc1C(=O)NC3Cc1ccccc1 (centres undefined)	8.6%
c1ccc2c(c1)nnn2Cn1nnc2ccccc21	1.1%
O=C(CN1C(=O)NC2(CCCCCC2)C1=O)Nc1ccc(OC(F)(F)F)cc1	i
COCOCCn1cc(CN2CCS(=O)(=O)N(Cc3ccc(-c4ccc(OC)cc4)cc3)C(C)C2=O)nn1 (centres undefined)	2.4%
CS(=O)CC(O)(c1ccc(F)cc1)C1CC1 (centres undefined)	1.2%
C[C@@H]1CCCCO[C@H](CN(C)Cc2ccccc2)[C@@H](C)CN([C@H](C)CO)C(=O)c2cc(NC(=O)c3ccccc3)ccc2O1	2.0%
COc1ccc(C(SCC(NC(=O)OCc2ccccc2)C(=O)O)c2ccc(OC)cc2)cc1 (centres undefined)	1.7%
O=C(COC(=O)c1ccc2c(c1)OCCO2)Nc1ccccc1C(F)(F)F	2.9%
O=C(CSc1nc2[nH]ncc2c(=O)[nH]1)Nc1cc(C(F)(F)F)ccc1Cl	i
C[C@H](CO)N1C[C@H](C)[C@H](CN(C)S(=O)(=O)c2cccs2)OCc2cnnn2CCCC1=O	2.4%

Reprinted at random: 5 records from the list
SMILES	VEEV TC-83 Vero
C[C@@H](NC(=O)c1[nH]cnc1C(=O)Nc1ccccc1F)c1ccccc1	6.4%
C/C(=N/NS(=O)(=O)c1ccc(Br)cc1)c1cccc(NC(=O)C2CC2)c1	8.5%
c1ccc2c(c1)nnn2Cn1nnc2ccccc21	1.1%
CCN(CC(=O)Nc1c(F)cccc1F)C(=O)c1c(-c2ccccc2Cl)noc1C	0.0%
O=C(Cc1c[nH]c2ccccc12)N1CCN(S(=O)(=O)c2ccc(F)cc2)CC1	8.6%
